KLF5 inh: inhibitors of KLF5 expression | DLD-1 KLF5 promoter-luciferase reporter, luminescence | inhibition, % at 5 µM | actives 0.23% (n = 290,000) | AID 1700;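 active means inhibition above a per-plate limit of that plate's mean compound inhibition plus 3 SD, cut at about 60% in these data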;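 further: 0% = DMSO wells and 100% = LY294002 at 200 µM; higher means less KLF5 promoter-driven luciferase light; inactives centre near -14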
TRPC6 inhibitor: blocks the mouse TRPC6 cation channel; Q61143; HEK293-TRPC6, membrane potential dye, ACh-evoked depolarization; hits give low values; B-score at 10 µM; actives 1.1% (n = 310,000); AID 2553;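 active means B-score under library mean minus 3 SD, initial fluorescence not abnormally high, positive integrated signal ratio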;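 further: B-score derived from integrated fluorescence ratio over the kinetic read; more negative B-score means stronger inhibition of depolarization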
MrgX1 antagonist: human MrgX1 receptor antagonism, primary screen; Q96LB2; MRGX1-HEK293 calcium flux, Fluo-4, BAM8-22 antagonism; hits give low values; B-score at 10 µM; actives 1.3% (n = 310,000);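 active means calcium-response B-score plate-corrected more than 3 library SD below zero, starting fluorescence within 5 deviations, no agonist response on first addition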;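 further: peak minus trough fluorescence over baseline after final BAM8-22 challenge near maximal dose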
HIF activator: HIF pathway transcriptional activation; U2OS HRE-luciferase reporter, luminescence; normalized: DMSO 0%, desferrioxamine 100%; activation, % at 7.5 µM (by protocol); actives 0.32% (n = 300,000);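 active means mean activation of at least 10% of the iron chelator positive control signal, with at least half of replicates also reaching 10%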
TRPC4 act: activators of mouse TRPC4 channel; HEK293 TRPC4beta/mu-opioid, Fluo4 calcium fluorescence; hits give high values; B-score at 10 µM; actives 0.49% (n = 310,000);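 active means B-score above 5 SD of library B-scores, and initial fluorescence ratio not above library mean plus 5 SD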;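 further: positive B-score marks a calcium rise read as TRPC4 activation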
Target sequence (Q9QUQ5 whole entry, looked up): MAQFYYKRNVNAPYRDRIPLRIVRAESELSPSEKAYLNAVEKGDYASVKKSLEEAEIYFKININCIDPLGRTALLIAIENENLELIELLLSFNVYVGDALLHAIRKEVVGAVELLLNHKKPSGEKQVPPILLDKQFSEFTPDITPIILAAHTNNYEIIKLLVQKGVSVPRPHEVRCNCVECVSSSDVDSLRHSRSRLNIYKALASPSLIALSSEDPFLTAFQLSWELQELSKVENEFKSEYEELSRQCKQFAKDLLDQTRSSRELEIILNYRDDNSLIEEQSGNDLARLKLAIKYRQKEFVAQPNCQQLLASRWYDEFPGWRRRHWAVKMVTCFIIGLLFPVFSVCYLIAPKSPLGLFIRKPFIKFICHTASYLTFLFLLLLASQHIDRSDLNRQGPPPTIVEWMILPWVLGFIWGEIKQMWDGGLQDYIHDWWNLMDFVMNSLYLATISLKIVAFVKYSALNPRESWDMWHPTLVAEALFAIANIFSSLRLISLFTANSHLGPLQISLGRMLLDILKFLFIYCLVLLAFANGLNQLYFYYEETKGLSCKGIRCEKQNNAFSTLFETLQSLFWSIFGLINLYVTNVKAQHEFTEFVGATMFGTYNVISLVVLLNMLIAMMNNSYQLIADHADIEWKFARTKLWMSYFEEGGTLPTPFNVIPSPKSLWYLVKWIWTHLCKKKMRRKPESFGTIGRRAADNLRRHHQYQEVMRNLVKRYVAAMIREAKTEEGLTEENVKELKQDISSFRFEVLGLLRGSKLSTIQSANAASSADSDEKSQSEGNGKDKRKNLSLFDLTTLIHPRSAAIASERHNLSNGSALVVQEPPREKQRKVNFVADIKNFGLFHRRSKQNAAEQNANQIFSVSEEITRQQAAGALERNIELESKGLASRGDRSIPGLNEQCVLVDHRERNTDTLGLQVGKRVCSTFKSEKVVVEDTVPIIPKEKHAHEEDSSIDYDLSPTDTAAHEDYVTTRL
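Assay system – TRPC4beta and mu-opioid receptor HEK293 stable cells · Measured by – Fluo4 fluorescence, kinetic · Schedule – dye loading 45 min room temperature, 110 s kinetic read · Read-out – B-scored integrated calcium fluorescence ratio · Controls – buffer and maximal DAMGO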
IEC-6 tox: counter-screen for KLF5 inhibitors: cytotoxicity in IEC-6 cells | AID 1825 | IEC-6 cytotoxicity, luminescence viability | actives 0.78% (n = 290,000) | inhibition, % at 5 µM; in the data active means inhibition above about 22%;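 further: 0% = plate median of test compound wells and 100% = cytotoxic reference compound wells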
SKKanGAS inh: SKKanGAS growth inhibition; AID 1662; inhibition, % at 7.5 µM; S. pyogenes SKKanGAS, kanamycin growth, BacTiter-Glo, 6 h; actives 1.3% (n = 300,000);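 active means mean replicate score, as percent of positive control median, at least 50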;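 further: strain carries kanamycin resistance gene driven by streptokinase promoter and grows in 40 µg/ml kanamycin; loss of luminescence reflects streptokinase promoter inhibition or plain growth inhibition; 0% = median of DMSO wells and 100% = positive control at its reference dose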
TRPC4 block: blocks the mouse TRPC4 cation channel; B-score at 10 µM; HEK293 TRPC4beta/mu-opioid, DAMGO-evoked Fluo4 calcium flux; hits give low values; AID 2247; actives 0.39% (n = 300,000); Q9QUQ5;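 active means B-score over 3 SD under the library average, no early fluorescence shift, positive overall ratio signal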
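Assay system: Stable TRPC4beta/mu-opioid receptor HEK293 cells | Reagent: DAMGO in two steps, submaximal then maximal | Compound dosing: Single concentration per test compound | Signal: Fluo4 Ca2+ flux fluorescence | Evaluation: Per-well B score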
TRPC4 potent: allosteric potentiators of mouse TRPC4 channel; Q9QUQ5; B-score at 10 µM; actives 0.42% (n = 310,000); HEK293 TRPC4beta/mu-opioid, DAMGO EC20, Fluo-4 Ca2+ flux; hits give high values;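 active means B-score of calcium response area above 5 SD of library B-scores, with initial fluorescence ratio within 5 SD of library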;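 further: B-score of integrated fluorescence ratio over time as area under calcium response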
TRPC6 activator: mouse TRPC6 channel activation | Q61143 | HEK293-TRPC6 membrane potential dye fluorescence; hits give high values | B-score at 10 µM | actives 0.13% (n = 310,000);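 active means B-score of the integrated fluorescence ratio above library mean plus 3 SD, and starting fluorescence ratio within library mean plus 5 SD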;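 further: higher score means more depolarization so channel activation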
aSyn UTR inh: 5' untranslated region of α-synuclein, MLPCN primary screen; actives 0.82% (n = 300,000); alpha-synuclein 5'UTR reporter, inhibitor activity; inhibition, % (tested at 7.5 µM); in the data active means inhibition above about 60%;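 further: H4 neuroglioblastoma cells stably carrying SNCA 5'UTR luciferase fusion; 0% = DMSO wells and 100% = positive control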
Numbers without * were called inactive; i = inactive; / = no result given.

Below each SMILES: KLF5 inh	TRPC6 inhibitor	MrgX1 antagonist	HIF activator	TRPC4 act	IEC-6 tox	SKKanGAS inh	TRPC4 block	TRPC4 potent	TRPC6 activator	aSyn UTR inh
Cc1nc2ccc(C(=O)N3c4ccccc4CC3C)cc2s1 (stereo not drawn)
→ -4	i	i	-0.8	i	25*	1	i	i	i	42
CCCc1nn2c(=O)cc(COc3ccc(NC(=O)c4ccco4)cc3)nc2s1
→ -53	i	i	0.0	i	-4	-4	i	i	i	-3
Cc1nc(N2CCN(Cc3ccc(Cl)cc3)CC2)c2oc3ccccc3c2n1
→ -6	i	i	-0.3	i	-2	16	i	i	i	-17
Cc1nnc(N2C(=O)C(=O)/C(=C(\O)c3ccc4c(c3)CC(C)O4)C2c2ccccc2)s1 (stereo not drawn)
→ -41	i	i	1.9	i	3	18	i	i	i	-54
COc1ccc(C(=O)Nc2c(O)ccc3ccccc23)cc1OC
→ /	i	i	-0.4	i	/	3	i	i	i	23
O=C(Cc1ccccc1[N+](=O)[O-])N1CCN(S(=O)(=O)c2ccccc2)CC1
→ -15	i	i	-0.4	i	0	2	i	i	i	15
COc1cc(/C=C2/C(=O)ON=C2C)ccc1OCc1ccccc1F
→ -95	i	i	/	i	-7	-16	i	i	i	-183
CCOC(=O)c1cnc2c(C(=O)OCC)cnn2c1N
→ -5	i	i	0.5	i	-3	-1	i	i	i	-63
O=C(Cc1ccc(Cl)c(Cl)c1)N1CCOCC1
→ -35	i	i	1.3	i	-2	2	i	i	i	3
Cn1c(=O)cc(OCC(=O)NC2CCCCC2)c2ccccc21
→ -11	i	i	0.0	i	8	-10	i	i	i	6
CC(OC(=O)c1ccc2ncsc2c1)C(=O)NCc1ccccc1 (stereo not drawn)
→ -20	i	i	0.5	i	-1	-1	i	i	i	6
CSCCC(NC(=O)CCC(=O)OCC(=O)[C@@]1(O)CCC2[C@@H]3CCC4=CC(=O)C=C[C@]4(C)C3[C@@H](O)C[C@@]21C)C(=O)O (stereo partly drawn)
→ -29	i	i	0.1	i	8	2	i	i	i	36
CCN1/C(=N\N)c2cccc3cccc1c23
→ -5	i	i	-1.2	i	4	-5	i	i	i	-23
CCCCCNC(=O)[C@@H]1CSC2c3ccccc3C(=O)N21 (stereo partly drawn)
→ -3	i	i	-6.3	i	1	4	i	i	i	5
CCCOc1ccccc1/C=C1\SC(N)=NC1=O
→ 9	i	i	-0.8	i	-8	-6	i	i	i	-4
O=C(O)c1ccc(-n2nnnc2SCc2ccccc2Br)cc1
→ -12	i	i	0.5	i	0	-2	i	i	i	-14
Cc1nn(-c2cccc(C(F)(F)F)c2)c(=O)c2ccccc12
→ -13	i	i	2.3	i	8	1	i	i	i	9
OCCNCCCCOc1ccc(F)cc1
→ -8	i	i	/	i	-2	-4	i	i	i	0
COc1cccc(NC(=S)N2CCN(S(C)(=O)=O)CC2)c1
→ -18	i	i	/	i	-4	/	i	i	i	/
CCN1CCN(CCC(=O)Nc2cc(OC)cc(OC)c2)CC1
→ -19	i	i	-0.1	i	3	-1	i	i	i	3
CNC(C)C#Cc1ccc2sc3cc(OC)c(OC)cc3c(=O)c2c1 (stereo not drawn)
→ /	i	i	4.7	i	/	21	i	i	i	-277
Cc1ccc(C(=O)Nc2ccccc2-c2ccccc2)cc1[N+](=O)[O-]
→ 12	i	i	-0.3	i	5	5	i	i	i	-4
CCCc1nc2ccccc2c(C(=O)OCC(=O)NCc2ccc3c(c2)OCO3)c1CC
→ -20	i	i	-0.2	i	-5	-15	i	i	i	-5
CC(=O)NS(=O)(=O)c1ccc(NS(=O)(=O)c2ccc3ccccc3c2)cc1
→ -5	i	i	0.1	i	-4	4	i	i	i	11
COCCNC(=O)C12CC3CC(CC(Cl)(C3)C1)C2
→ 13	i	i	0.3	i	-5	-1	i	i	i	-9
O=C(CSc1ncccn1)N1CCN(S(=O)(=O)c2ccccc2)CC1
→ 8	i	i	0.0	i	-1	-4	i	i	i	11
Cc1ccc(CCNc2ccccc2C)cn1
→ -1	i	i	-0.1	i	0	0	i	i	i	9
CCOC(=O)COc1c(OC)cc(Cl)cc1C1Nc2ccccc2C(=O)N1c1ccccc1 (stereo not drawn)
→ -29	i	i	-0.3	i	-2	-2	i	i	i	9
Cc1[nH]c2ccccc2c1C(=O)CN1C(=O)C(=O)N(Cc2ccco2)C1=O
→ 0	i	i	0.4	i	-9	1	i	i	i	-14
COc1ccc(NC(=O)COC(=O)CCc2cc(OC)c(OC)c(OC)c2)c([N+](=O)[O-])c1
→ -25	i	i	-0.2	i	-8	-1	i	i	i	16

Going on with the list.
Below each SMILES: KLF5 inh	TRPC6 inhibitor	MrgX1 antagonist	HIF activator	TRPC4 act	IEC-6 tox	SKKanGAS inh	TRPC4 block	TRPC4 potent	TRPC6 activator	aSyn UTR inh
NC(=O)COC(=O)CC(c1ccccc1)c1ccccc1
→ -11	i	i	-0.3	i	-7	-3	i	i	i	19
Cc1ccc(NC(=O)c2ccc3c(c2)OCCO3)nc1
→ /	i	i	-2.6	i	/	0	i	i	i	49
O=S(=O)(c1ccc2nc(SCc3ccc(Cl)cc3)[nH]c2c1)N1CCOCC1
→ -22	i	i	-0.2	i	-1	-46	i	i	i	23
CSc1nccn1CC(=O)Nc1ccc(F)cc1
→ -18	i	i	0.2	i	2	-3	i	i	i	-40
CC(C)Cn1c(-c2ccco2)nc2c(c(=O)c3ccccc3n2C)c1=O
→ -34	i	i	0.0	i	-9	44	i	i	i	18
Cc1ccc(C(=O)NCCCN2CCOCC2)c(C)c1
→ -20	i	i	1.0	i	6	-11	i	i	i	-7
c1ccc(CNC2=NCCCC2)cc1
→ -20	i	i	-0.3	i	2	-6	i	i	i	-18
COc1ccc(CN2C(=O)c3ccccc3C2C(=O)NCc2cccnc2)c(OC)c1 (stereo not drawn)
→ -40	i	i	0.1	i	3	-1	i	i	i	6
COc1ccc(C(=O)NC2CC2)cc1OC1CCN(Cc2ccc(NC(C)=O)cc2)CC1
→ -1	i	/	-0.7	i	0	14	i	i	i	3
Cc1ccc(S(=O)(=O)N2CCCC2CNC(=O)c2ccc(F)c(F)c2)cc1 (stereo not drawn)
→ /	i	i	-33	i	/	1	i	i	i	15
CCCc1cc2c(cc1NS(=O)(=O)c1ccc(CCNC(C)=O)cc1)OCO2
→ -36	i	i	-0.5	i	-5	0	i	i	i	9
Cc1ccc(C)c(OCCNc2ncccc2[N+](=O)[O-])c1
→ -17	i	i	0.0	i	6	36	i	i	i	-12
COc1cc(NS(=O)(=O)c2ccc3[nH]c(=O)[nH]c3c2)cc(OC)c1
→ -43	i	i	-1.4	i	0	5	i	i	i	-1
Cn1c(=S)[nH]c2cccnc21
→ -2	i	i	0.0	i	6	8	i	i	i	0
CCOC(=O)c1sc(NC(=O)CC)c(C#N)c1C
→ -47	i	i	0.5	i	-1	3	i	i	i	6
COc1ccc(CCNC(=O)COc2ccc(S(=O)(=O)NC(C)C)cc2)cc1OC
→ -13	i	i	-0.2	i	-1	1	i	i	i	-2
CSc1nnc(-c2cc(Br)ccc2N=Cc2c(C)[nH]n(-c3ccccc3)c2=O)c(=O)[nH]1
→ 3	i	i	0.4	i	0	21	i	i	i	-15
CNC(=O)CN(c1ccc(F)cc1)S(=O)(=O)c1cc(C)ccc1OC
→ -28	i	i	0.1	i	-1	-3	i	i	i	-1
CC(C)NC(=O)NCCCCCCS(C)=O (stereo not drawn)
→ -10	i	i	-0.2	i	3	2	i	i	i	15
CC(=O)Nc1ccc(S(=O)(=O)NCCC(=O)OCC(=O)c2ccc(F)c(F)c2)cc1
→ -9	i	i	-0.4	i	-3	-8	i	i	i	0
CSCCC(NC(=O)COc1ccccc1)C(=O)N(C)CC(=O)Nc1c(C)cccc1C (stereo not drawn)
→ /	i	i	0.2	i	/	-4	i	i	i	7
Cc1ccc(C(=O)Nc2nnc(CC(=O)N/N=C/c3ccncc3)s2)cc1
→ -45	i	i	0.7	i	-1	8	i	i	i	-39
CCOc1cc(N2CCOCC2)c(OCC)cc1NC(=O)c1ccc(S(C)(=O)=O)cc1
→ -29	i	i	-0.3	i	-5	-7	i	i	i	3
O=C(CN1C(=O)C2CC=CCC2C1=O)OCCN1C(=O)c2ccccc2C1=O (stereo not drawn)
→ -7	i	i	-0.9	i	0	0	i	i	i	16
CC(=O)O[C@H]1CC[C@@]2(C)[C@@H](CC[C@@H]3[C@@H]2CC[C@]2(C)[C@@H](C(C)(C)O)C[C@@H]32)C1
→ /	i	i	-0.2	i	/	29	i	i	i	13
COc1ccc(CC2(CO)CCN(S(=O)(=O)c3c(C)nn(C)c3Cl)CC2)cc1
→ -17	i	i	0.7	i	2	-2	i	i	i	-3
COc1ccc(N2CCN(Cc3cc(=O)oc4cc5c(cc34)CCCC5)CC2)cc1
→ -21	i	i	-0.2	i	-11	0	i	i	i	12
O=C(Nc1ccc(Cl)cc1C(=O)NCC1CCCO1)c1ccco1 (stereo not drawn)
→ -7	i	i	-0.5	i	-1	5	i	i	i	11
O=CN1CCC(=O)N(Cc2ccccc2)c2ccccc21
→ -15	i	i	0.2	i	-2	7	i	i	i	23

Record cards, as listed above:
CC(C)Cn1c(-c2ccco2)nc2c(c(=O)c3ccccc3n2C)c1=O across the screens: KLF5 inh: -34; TRPC6 inhibitor: i; MrgX1 antagonist: i; HIF activator: 0.0; TRPC4 act: i; IEC-6 tox: -9; SKKanGAS inh: 44; TRPC4 block: i; TRPC4 potent: i; TRPC6 activator: i; aSyn UTR inh: 18
O=C(Nc1ccc(Cl)cc1C(=O)NCC1CCCO1)c1ccco1 (stereo not drawn) across the screens: KLF5 inh: -7; TRPC6 inhibitor: i; MrgX1 antagonist: i; HIF activator: -0.5; TRPC4 act: i; IEC-6 tox: -1; SKKanGAS inh: 5; TRPC4 block: i; TRPC4 potent: i; TRPC6 activator: i; aSyn UTR inh: 11

2 consecutive compounds out of the list so far, for reference:
Below each SMILES: KLF5 inh	TRPC6 inhibitor	MrgX1 antagonist	HIF activator	TRPC4 act	IEC-6 tox	SKKanGAS inh	TRPC4 block	TRPC4 potent	TRPC6 activator	aSyn UTR inh
O=C(Nc1ccc(Cl)cc1C(=O)NCC1CCCO1)c1ccco1 (stereo not drawn)
→ -7	i	i	-0.5	i	-1	5	i	i	i	11
O=CN1CCC(=O)N(Cc2ccccc2)c2ccccc21
→ -15	i	i	0.2	i	-2	7	i	i	i	23

High-throughput results: PubChem BioAssay, several laboratories
